Source: PubChem
TNAP inh noacc – human TNAP enzyme inhibitors, primary screen, biochemical, luminescent, no phosphate acceptor, uHTS; inhibition, % at 20 µM; AID 1012, 2008; purified TNAP, CDP-star luminescence, 30 min; hit rate 0.26% among 200,000; Alkaline phosphatase, tissue-nonspecific isozyme (Homo sapiens), P05186;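 active = tissue-nonspecific alkaline phosphatase inhibition above about 50% at 20 µM in the single-dose screen, limit read from the data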;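 also: 0% = DMSO negative control and 100% = EDTA positive control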
Target sequence (P05186 whole entry, looked up): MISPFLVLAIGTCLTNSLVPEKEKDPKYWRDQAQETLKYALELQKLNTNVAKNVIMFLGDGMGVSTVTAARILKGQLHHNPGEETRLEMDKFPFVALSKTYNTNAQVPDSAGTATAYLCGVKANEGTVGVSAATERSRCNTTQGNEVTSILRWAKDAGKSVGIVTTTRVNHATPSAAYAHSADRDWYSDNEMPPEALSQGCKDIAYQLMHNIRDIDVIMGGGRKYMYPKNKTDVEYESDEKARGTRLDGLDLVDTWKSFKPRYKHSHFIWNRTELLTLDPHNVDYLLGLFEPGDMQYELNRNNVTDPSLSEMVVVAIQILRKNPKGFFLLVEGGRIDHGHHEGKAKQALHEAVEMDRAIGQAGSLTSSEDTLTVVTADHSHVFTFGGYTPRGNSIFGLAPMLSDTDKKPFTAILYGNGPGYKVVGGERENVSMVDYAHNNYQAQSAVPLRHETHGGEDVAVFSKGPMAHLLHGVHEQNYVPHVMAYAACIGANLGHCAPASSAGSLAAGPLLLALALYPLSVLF
Diaphorase inh – diaphorase inhibitors and chemical oxidizers, primary screen, counter-screen for diaphorase-coupled primary assays, biochemical, uHTS, resorufin fluorescence; diaphorase resazurin-to-resorufin fluorescence, NADH, 16 min; bacterial (C. kluyveri) enzyme, not human; inhibition, % at 20 µM; hit rate 0.69% among 190,000;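 active = primary screen inhibition at 20 µM above a set limit, cut at about 50% in these data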;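 also: plate controls were DMSO with full reaction for no effect and wells lacking NADH for full effect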
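Test system: Clostridium kluyveri diaphorase enzyme / Quantity: diaphorase at 0.14 U/mL in enzyme working solution / Incubation: 16-min room-temperature incubation before reading / Benchmarks: NADH-free wells as positive control, DMSO-only neutral wells / Signal: resorufin fluorescence 544/590 nm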
TNAP act hi DEA – TNAP activators at high phosphate acceptor level, primary screen, biochemical, luminescence, uHTS | AID 1136, 2008 | Alkaline phosphatase, tissue-nonspecific isozyme (Homo sapiens), P05186 | activation factor at 20 µM | 200,000 tested, under 10 active | purified TNAP, CDP-star luminescence, 1 M DEA, 30 min; stronger effect = higher value; 0 = EDTA background, 1 = DMSO-only activity;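 active = activation factor at least 2 at 20 µM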
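Assay system: human TNAP; Input: enzyme diluted 1/800 final; Reagent: CDP-star luminogenic substrate at 100 µM final; Timing: 30 min, room temperature; Signal: luminescence; Evaluation: TNAP activation factor scaled between EDTA and DMSO control wells.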
Lmaj promast – Leishmania major promastigote growth inhibition, primary screen. Leishmania major promastigotes, resazurin fluorescence viability. hit rate 9% among 200,000. inhibition, % at 10 µM; in the data active = inhibition above about 50%;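 also: promastigotes grown with compound for 44 hours at 28 °C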
PMI activator – activators of human PMI, primary screen, biochemical, fluorescence intensity, near-Km mannose 6-phosphate | hit rate 0.005% among 190,000 | Mannose-6-phosphate isomerase (Homo sapiens), P34949 | AID 1214, 2008 | activation factor at 20 µM | purified human PMI, coupled resazurin fluorescence, 20 min; stronger effect = higher value; 1 = vehicle control, 0 substrate-free wells;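 active = activation factor of 2 or more at 20 µM, relative to plate controls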
Target sequence (P34949 whole entry, looked up): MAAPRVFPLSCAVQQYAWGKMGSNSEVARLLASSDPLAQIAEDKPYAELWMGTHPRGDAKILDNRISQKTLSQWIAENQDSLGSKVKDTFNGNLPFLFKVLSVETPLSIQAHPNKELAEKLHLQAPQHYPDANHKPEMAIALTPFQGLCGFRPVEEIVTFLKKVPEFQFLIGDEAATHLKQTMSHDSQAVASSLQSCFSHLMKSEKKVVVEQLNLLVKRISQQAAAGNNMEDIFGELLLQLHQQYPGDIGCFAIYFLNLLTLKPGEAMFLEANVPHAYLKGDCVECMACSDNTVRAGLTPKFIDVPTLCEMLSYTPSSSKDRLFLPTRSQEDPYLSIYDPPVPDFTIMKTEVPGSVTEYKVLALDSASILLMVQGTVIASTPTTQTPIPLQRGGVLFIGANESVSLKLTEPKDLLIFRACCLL
TNAP inh hi DEA – human TNAP enzyme inhibitors, primary screen, biochemical, luminescent, high phosphate acceptor level, uHTS; Alkaline phosphatase, tissue-nonspecific isozyme (Homo sapiens), P05186; purified TNAP, CDP-star luminescence, 1 M DEA; inhibition, % at 20 µM; hit rate 0.03% among 200,000; AID 1135, 2008;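 active = over 50% inhibition of tissue-nonspecific alkaline phosphatase at 20 µM in the single-dose screen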;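 also: plate controls were DMSO wells for no effect and EDTA-quenched wells as full inhibition for full effect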
PMI act satM6P – human PMI activators, high substrate, primary screen, biochemical, fluorescence intensity, near-saturating mannose 6-phosphate. hit rate 0.34% among 190,000. coupled PMI enzyme assay, resazurin fluorescence, 20 min; stronger effect = higher value; 1 = untreated enzyme, 0 = substrate-free blank. AID 1216, 2008. activation factor at 20 µM. Mannose-6-phosphate isomerase (Homo sapiens), P34949;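 active = activation factor of 2 or more at 20 µM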
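assay system = human phosphomannose isomerase with PGI, G6PDH, diaphorase coupling enzymes | quantity = 15 ng/mL PMI | incubation = enzyme reaction with compound 20 min at room temperature | medium = HEPES pH 7.4 buffer with MgCl2 and Tween-20 | compound dosing = one concentration, 20 µM, in 1% DMSO | measured by = Diaphorase-driven resazurin-to-resorufin fluorescence, excitation 544, emission 590 nm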
bIAP activator – bovine intestinal alkaline phosphatase activators, primary screen, biochemical, bovine IAP, CDP-star luminescence; purified bovine IAP, 30 min; stronger effect = higher value; fold of DMSO-control signal, blank-subtracted; hit rate 0.17% among 200,000; alkaline phosphatase, intestinal [Bos taurus]; activation factor at 20 µM;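 active = activation factor of 2 or more at 20 µM, a signal rise over negative controls twice the positive control's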
Diaphorase act – compounds boosting diaphorase resazurin reduction – biochemical, uHTS, resorufin fluorescence, counter-screen for diaphorase-coupled primary assays, primary screen. Diaphorase/resazurin coupled assay, 16 min; stronger effect = higher value; 1 = vehicle wells, 0 = NADH-free wells. AID 1229, 2008. hit rate 0.005% among 190,000. activation factor at 20 µM;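 active = diaphorase activity raised at least twofold by the compound at 20 µM; inactive = activation factor below 2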
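Material: purified diaphorase enzyme from Clostridium kluyveri / Medium: HEPES pH 7.4 buffer with MgCl2 and Tween 20 / Schedule: enzyme reaction of 16 min at room temperature / Measured by: resorufin fluorescence, excitation 544 nm, emission 590 nm / Evaluation: rise in resorufin formation, marking diaphorase activation or chemical reduction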
bIAP inh – bovine intestinal alkaline phosphatase inhibitors, primary screen, selectivity assay for TNAP inhibitor project, biochemical, bovine IAP, CDP-star luminescence | alkaline phosphatase, intestinal [Bos taurus] | purified bovine IAP, 30 min | inhibition, % at 20 µM | 190,000 tested, under 10 active;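 active = over 50% inhibition of intestinal alkaline phosphatase at 20 µM in the single-dose screen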
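System: purified bovine intestinal alkaline phosphatase (IAP) enzyme; Input: IAP diluted 1/65,000,000 in the well; Measured by: CDP-star luminescence signal; Compound dosing: 20 µM single dose; Incubation: 30 min reaction at room temperature.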
An asterisk follows results filed as active.

SMILES	TNAP inh noacc	Diaphorase inh	TNAP act hi DEA	Lmaj promast	PMI activator	TNAP inh hi DEA	PMI act satM6P	bIAP activator	Diaphorase act	bIAP inh
COc1ccc(CN2CC(C(=O)NCCN3CCN(c4ccccc4F)CC3)CC2=O)cc1 (configuration not stated)	-2	-5	1	-2	1	3	1.1	1.1	1.1	-10
CC1(C)CC(=O)c2sc(NC(=O)c3cccs3)nc2C1	-5	5	1	-2	1.1	4	1.1	1	0.9	4
N=c1c(C(=O)NCc2ccc3c(c2)OCO3)cc2c(=O)n3ccccc3nc2n1Cc1cccnc1	12	-7	1	20	1	2	0.9	0.7	1.1	31
O=C(CN(C(=O)CCC(=O)Nc1nccs1)c1ccc(F)cc1)NCC1CCCO1 (configuration not stated)	-8	16	1	-5	0.9	-2	0.9	1	0.8	3
O=C(NCc1ccco1)c1ccc(CS(=O)(=O)c2cccc(C(F)(F)F)c2)o1	-7	19	1.1	-3	1	-6	0.9	0.9	0.8	9
Cc1cc(NS(=O)(=O)c2ccc(-c3ccccc3)cc2)no1	-2	8	1	-7	1	2	1.1	1	0.9	2
Cc1cc(C)n2cc(CSc3ccc(Br)cc3)nc2n1	-4	19	1	32	0.9	-3	0.9	1.1	0.8	-6
O=C(CSc1nc2scc(-c3ccco3)c2c(=O)n1-c1ccccc1)N1CCOCC1	-11	16	1	2	0.8	-3	0.9	0.9	0.8	10
CC(C)P(=O)(Cc1cccc(C#N)c1)C(C)C	6	10	1	8	1	-3	1	0.9	0.9	6
CS(=O)(=O)NNC(=O)CN1C(=O)C2C3C=CC(C3)C2C1=O (configuration not stated)	-9	2	1	-4	1.3	0	1.2	1	1	1
CCCCCCCCCCCCCCCC[n+]1cccc(C(=O)N(CC)CC)c1	-1	-95	1	100*	1	1	1.1	0.7	2*	28
O=C(NCc1ccccc1)C1=C[C@H](c2coc3ccccc3c2=O)C[C@H](OCc2ccc(CO)cc2)O1	2	10	1	22	1	0	0.9	1.1	0.9	-9
CCCSc1nnc(CSc2nc(C)cc(C)n2)n1C	-5	-1	1	-3	1.1	-4	1.1	1	1	-3
Cc1nc2ccc(C(C(F)(F)F)(C(F)(F)F)C(F)(F)F)cc2[nH]1	-18	28	1	100*	0.9	-4	0.9	1	0.7	0
CCOC(=O)Cn1c(S(=O)(=O)Cc2cccc(F)c2)nc(-c2ccccc2)c1-c1ccccc1	-8	10	1	90*	0.8	3	0.9	1	0.9	-3

Three entries already listed, arranged by heavy-atom count, falling.
SMILES	TNAP inh noacc	Diaphorase inh	TNAP act hi DEA	Lmaj promast	PMI activator	TNAP inh hi DEA	PMI act satM6P	bIAP activator	Diaphorase act	bIAP inh
O=C(NCc1ccccc1)C1=C[C@H](c2coc3ccccc3c2=O)C[C@H](OCc2ccc(CO)cc2)O1	2	10	1	22	1	0	0.9	1.1	0.9	-9
CCOC(=O)Cn1c(S(=O)(=O)Cc2cccc(F)c2)nc(-c2ccccc2)c1-c1ccccc1	-8	10	1	90*	0.8	3	0.9	1	0.9	-3
CC1(C)CC(=O)c2sc(NC(=O)c3cccs3)nc2C1	-5	5	1	-2	1.1	4	1.1	1	0.9	4

Just TNAP inh hi DEA, Diaphorase act and TNAP act hi DEA, for seven of the compounds above:
SMILES	TNAP inh hi DEA	Diaphorase act	TNAP act hi DEA
COc1ccc(CN2CC(C(=O)NCCN3CCN(c4ccccc4F)CC3)CC2=O)cc1 (configuration not stated)	3	1.1	1
CC1(C)CC(=O)c2sc(NC(=O)c3cccs3)nc2C1	4	0.9	1
N=c1c(C(=O)NCc2ccc3c(c2)OCO3)cc2c(=O)n3ccccc3nc2n1Cc1cccnc1	2	1.1	1
O=C(CN(C(=O)CCC(=O)Nc1nccs1)c1ccc(F)cc1)NCC1CCCO1 (configuration not stated)	-2	0.8	1
O=C(NCc1ccco1)c1ccc(CS(=O)(=O)c2cccc(C(F)(F)F)c2)o1	-6	0.8	1.1
Cc1cc(NS(=O)(=O)c2ccc(-c3ccccc3)cc2)no1	2	0.9	1
Cc1cc(C)n2cc(CSc3ccc(Br)cc3)nc2n1	-3	0.8	1

(more compounds)
SMILES	TNAP inh noacc	Diaphorase inh	TNAP act hi DEA	Lmaj promast	PMI activator	TNAP inh hi DEA	PMI act satM6P	bIAP activator	Diaphorase act	bIAP inh
CCCCCCCCCn1cc(C(C)=O)c(=O)[nH]c1=O	-6	14	1	-6	1	-4	1	0.9	0.9	7
c1ccc(OCc2nn3c(Cn4cnc5ccccc54)nnc3s2)cc1	-5	10	1	-2	0.9	0	0.9	0.9	0.9	9
CC1CCN(Cc2c(C(=O)O)nnn2-c2nonc2N)CC1	-14	11	1.1	-5	1	-8	0.9	1	0.9	-1
COC(=O)c1oc2ccccc2c1-n1cccc1	-1	6	1	-4	0.9	0	0.9	0.9	0.9	9
Cc1ccccc1NC(=O)Nc1cc(S(N)(=O)=O)ccc1C	-10	1	1	2	1	0	1	1.1	1	-6
CCOC(=O)c1cnn(-c2cc(C)nc3c(-c4ccccc4)cnn23)c1N	-1	1	1	4	1	2	1	1	1	1
N#CCCN(CCC#N)S(=O)(=O)c1ccc(C(=O)Nc2nnc(C3=COCCO3)o2)cc1	-7	6	1	-7	1.2	-3	1.1	1.1	0.9	-8
C/C(O)=C(/C=NCC(=O)O)C(=O)Nc1nccs1	-8	7	1	9	1.1	0	1.1	1	0.9	-5
CCOc1ccc(Cl)cc1/C=N/NC(N)=O	-8	10	1.1	0	1	-5	1	1.2	0.9	-18
Cn1c(=O)c2c(nc(N3CCN(C(=O)c4ccco4)CC3)n2CCSc2ncccn2)n(C)c1=O	2	2	1	1	1.1	-2	1	1.1	1	-10
C=CCNC(=S)Nc1ccc2nc(C)oc2c1	-10	26	1.1	-4	0.9	-6	0.8	1.2	0.7	-22
Nc1nc2ccc(-c3nc4ccccc4o3)cc2s1	1	2	1	7	0.9	1	1	0.9	1	8
CCCC(=O)Nc1nc2nc(-c3ccccc3)cc(-c3ccccc3)n2n1	6	2	1	-5	1.1	-1	1	0.9	1	11
Cc1ccccc1C(=O)NC(NCC1CCCO1)C(Cl)(Cl)Cl (configuration not stated)	-6	12	1	-2	0.9	0	0.9	0.9	0.9	14
Cc1ccc(S(=O)(=O)NCC(=O)N2CCOCC2)cc1	-13	7	1.1	-6	0.9	-6	0.9	0.8	0.9	15
Cc1ccc2nc(-c3ccccc3)c(CN3CCSCC3)n2c1	-4	6	1	63*	1	0	1	1.1	0.9	-15
COC(=O)c1ccccc1NC(=O)Cn1cnc2cc(C)c(C)cc21	-4	7	1	5	1	-4	1	0.9	0.9	6
CCOCCCn1c(SCC(=O)Nc2ccc(C(N)=O)cc2)nc2ccccc2c1=O	-9	11	1	1	0.9	-5	0.8	1.1	0.9	-6
CCCCC(=O)N(c1ccc(C(=O)O)cc1)c1nc(-c2ccc(Cl)cc2)c(CC)s1	1	21	1	10	1	2	0.8	1	0.8	5
COc1ccc(C2(CCN)CC(C)N(C)CC2C)cc1 (configuration not stated)	-4	-22	1.1	-3	1.2	-9	1.2	1.1	1.2	-10
COc1ccccc1NC(=O)Cn1c(=O)n2nc(C)nc2c2ccccc21	-6	9	1	-1	0.9	-3	1	1.1	0.9	-12
Cc1c(Cl)cccc1NC(=S)N1CCN(Cc2ccc3c(c2)OCO3)CC1	-14	8	1	74*	0.9	0	1	0.6	0.9	38
Cc1nn(C)c2nc(-c3cccs3)cc(C(F)(F)F)c12	-11	-6	1.1	-7	1	-6	1.1	1.1	1.1	-14
O=C(COc1ccccc1)NCc1ccc(-n2cccc2)cc1	-3	19	1	-7	1	-4	1	1.1	0.8	-5
CCc1ccccc1N1CC(C(=O)O)CC1=O (configuration not stated)	-7	6	1	-8	1	1	1	0.9	0.9	9
Cc1cc(Cl)ccc1OCCCC(=O)N1CCCCC1	-3	3	1	0	1	4	1.1	1	1	-4
CCOC(=O)c1oc2c(CN3CCN(C)CC3)c(O)ccc2c(=O)c1-c1ccc(Br)cc1	-7	-9	0.9	24	1	10	1.1	0.9	1.1	12
CC(=O)c1c(C)[nH]c(C(=O)COC(=O)c2cccc(S(=O)(=O)N(C)c3ccccc3)c2)c1C	-1	23	1	-1	0.8	-2	0.8	0.9	0.8	6
C/C(=N\O)C1/C(=N/O)CC2C1C2(C)C (configuration not stated)	-7	7	1	-4	0.7	-1	1	0.9	0.9	11
Clc1cccc(Nc2ncnc3ccc(Br)cc23)c1	-8	-1	1.1	40	1	-6	1.1	0.9	1	11
O=[N+]([O-])c1ccc(O)c(-c2nn[nH]n2)c1	4	35	1	-8	0.6	2	0.7	1	0.6	2
COc1cccc(C(=O)N(CN2CCCC2=O)c2cccc(Cl)c2)c1OC	-9	8	1	-1	1.1	1	1.1	1	0.9	2

Taken from above:
CCCCC(=O)N(c1ccc(C(=O)O)cc1)c1nc(-c2ccc(Cl)cc2)c(CC)s1 – PMI activator = 1
CCOCCCn1c(SCC(=O)Nc2ccc(C(N)=O)cc2)nc2ccccc2c1=O – TNAP inh hi DEA = -5
O=C(COc1ccccc1)NCc1ccc(-n2cccc2)cc1 – Diaphorase act = 0.8
CCc1ccccc1N1CC(C(=O)O)CC1=O (configuration not stated) – bIAP inh = 9
